Compound activity from PubChem BioAssay.
TSHR antagonist: Antagonists of the Thyroid Stimulating Hormone Receptor: HTS campaign | Thyrotropin receptor (Homo sapiens), P16473 | TSHR-expressing cells, TSH-stimulated cAMP HTRF, 2 h; stronger effect = lower value | activity change, negative = inhibition, % at 11.5 µM | actives 0.2% (n = 330,000) | AID 504810, 2011;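 active means activity change below a set negative limit, meaning inhibition stronger than a set level, cut at about -70% in these data; inconclusive means activity change between two set negative limits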; further: on the % scale 0 is the no-effect control and ±100 the full control effect
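Cell-based HTRF cAMP assay; TSHR cells + compound, TSH EC80 (4nM final), 2 h, 37 deg C. Lysis with anti-cAMP cryptate and cAMP-d2, 30 min RT, read 665/620 nm.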
USP2a block: qHTS Assay for Inhibitors of Ubiquitin-specific Protease USP2a Using CHOP2 as the Reporter; actives 0.01% (n = 330,000); USP2 core, Ub-CHOP2 coupled fluorogenic reporter, 485/531; Potency, µM (series often up to 38.3 µM), for inactives: at the highest dose activity change, negative = inhibition, hits mostly inhibitors;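 further: potency means the concentration at half of the fitted maximal effect; plate controls were DMSO wells for no effect and full inhibition by NEM control for full effect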
Target sequence (O75604 whole entry, looked up): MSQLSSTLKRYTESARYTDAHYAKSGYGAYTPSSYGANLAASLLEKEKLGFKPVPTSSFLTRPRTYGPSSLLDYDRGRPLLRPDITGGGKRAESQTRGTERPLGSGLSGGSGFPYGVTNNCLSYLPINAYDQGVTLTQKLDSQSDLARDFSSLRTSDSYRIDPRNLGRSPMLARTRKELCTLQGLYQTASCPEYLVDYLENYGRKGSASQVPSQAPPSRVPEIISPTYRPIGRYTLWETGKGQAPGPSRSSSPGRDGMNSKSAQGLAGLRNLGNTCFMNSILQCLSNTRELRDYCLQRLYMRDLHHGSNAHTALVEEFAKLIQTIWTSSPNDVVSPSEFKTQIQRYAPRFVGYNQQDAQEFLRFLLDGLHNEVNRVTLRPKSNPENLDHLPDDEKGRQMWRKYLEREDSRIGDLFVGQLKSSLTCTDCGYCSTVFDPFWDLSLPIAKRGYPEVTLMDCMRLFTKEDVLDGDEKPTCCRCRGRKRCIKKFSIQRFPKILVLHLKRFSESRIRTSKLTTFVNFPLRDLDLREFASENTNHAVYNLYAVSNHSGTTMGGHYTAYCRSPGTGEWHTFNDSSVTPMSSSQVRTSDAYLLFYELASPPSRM
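Deubiquitinase activity read as fluorescence (485/531 nm) after Ub-CHOP2 cleavage activates the enterokinase reporter on its substrate; USP2 core 10nM, Ub-CHOP2 and substrate 25nM each, 30min compound preincubation then 60min RT; data normalized to NEM, curves fitted.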
KCNH2 WT inh: qHTS for Inhibitors of KCHN2 3.1: Wildtype qHTS. Voltage-gated inwardly rectifying potassium channel KCNH2 (Homo sapiens), Q12809. U2OS, BacMam KCNH2, thallium flux FluxOr; stronger effect = lower value. activity change, % at 1.84 µM. actives 0.37% (n = 340,000). AID 720551, 2013;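 active means maximum activity change below -70%; inconclusive means maximum activity change between -70% and -50%; inactive means maximum activity change above -50%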; further: on the % scale 0 is the no-effect control and ±100 the full control effect
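U2OS cells transduced with wild-type KCNH2 virus are loaded with FluxOr dye for 45 min, and thallium flux is measured in kinetic reads before and after stimulation buffer. Rate constants are normalized to DMSO controls.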
ELG1 DNA repair: qHTS screen for small molecules that inhibit ELG1-dependent DNA repair in human embryonic kidney (HEK293T) cells expressing luciferase-tagged ELG1; HEK293T ELG1-luciferase reporter, luminescence, 16 h; DNA damage induced by 5-fluorouridine; Potency, µM (top dose mostly 46.1 µM), without a hit: at the top dose activity change, negative = inhibition, usual class: inhibitors; actives 2.3% (n = 330,000); AID 504467, 2011; further: potency means the concentration at half of the fitted maximal effect; on the % scale 0 is the no-effect control and ±100 the full control effect; nearly all actives have a fitted effect of over 55% in size
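Quantitative HTS, concentration-response format. 2,000 cells/well co-treated with 5-fluorouridine and compound, 16 hr in 5% CO2 at 37 °C; ONE-Glo luminescence read after 30 min.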
Mito fusion act: qHTS Assay for Small Molecule Inhibitors of Mitochondrial Division or Activators of Mitochondrial Fusion. actives 0.23% (n = 320,000). Potency, µM (top dose mostly 46.1 µM), inactives show at the top dose growth rescue (activation), most hits filed as activators. S. cerevisiae fusion-defective mutant growth rescue, CellTiterGlo 48 h. AID 485298, 2010;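 further: potency means the concentration at half of the fitted maximal effect; % of control where 0% means no effect; nearly all actives have a fitted effect of over 45% in size; temperature-sensitive fusion mutants such as fzo1-1 at 37 °C on non-fermentable ethanol glycerol medium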
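Yeast fusion mutant, YPEG (non-fermentable carbon), compound, 48 h at 37C non-permissive; CellTiterGlo added, 10 min RT, luminescence read. Rescued growth = division inhibition.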
AT treatment: qHTS Assay for Identifying a Potential Treatment of Ataxia-Telangiectasia. Potency, µM (series often up to 57.5 µM), for inactives: top-dose activation, hits mostly activators. […] A-T fibroblasts, KAP-1 phosphorylation AlphaLISA; neocarzinostatin DNA damage 30 min before lysis. actives 0.19% (n = 320,000); further: potency means the concentration at half of the fitted maximal effect; % of control where 0% means no effect; nearly all actives have a fitted effect of over 45% in size
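hTERT-immortalized A-T patient fibroblasts ([…]), 500 cells/well in OPTI-MEM, 1% FBS, got compounds for 60 min, then NCS for 30 min at 37C. Lysates were then assayed for phospho-KAP-1 by AlphaLISA (anti-pKAP1 donor, anti-KAP1 acceptor beads), 6 hr at 25C.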
TCR act: Activators of T cell receptors: qHTS campaign; primary human leukocytes, anti-CD3, IL-2 HTRF, 48 h; Potency, µM (highest dose often 9.22 µM), for the others: top-dose activation of IL-2 secretion, most hits filed as activators; 330,000 tested, under 10 active; AID 504894, 2011; further: % of control where 0% means no effect
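Primary human leukocytes were stimulated with a-CD3 beads plus compounds for 48 hr without co-stimulation; secreted IL-2 was quantified by HTRF using a-IL-2-K (europium cryptate) and a-IL-2-d2, excited at 320nm with acceptor emission read at 665nm.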
Eya2 inh: qHTS Assay for Inhibitors of the Phosphatase Activity of Eya2; Potency, µM (titrated, usually from 76.9 µM), for the others: at the highest dose activity, negative = inhibition, actives largely listed as inhibitors; actives 0.006% (n = 330,000); recombinant Eya2, OMFP fluorescence dephosphorylation (OMFP is methylfluorescein phosphate); further: potency means the concentration at half of the fitted maximal effect; on the % scale 0 is the no-effect control and ±100 the full control effect
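Eya2 (0.2 uM) preincubated 10 min at ambient with compound, then OMFP substrate added at 50 uM; 10 min reaction in 50 mM HEPES pH 7.5, 50 mM NaCl, 5 uM MgCl2, 0.05% BSA, 1 mM DTT. Fluorescence read at Ex 485/Em 525 nm.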
KCNH2 3.1 inh: qHTS for Inhibitors of KCHN2 3.1: Mutant qHTS. U2OS KCNH2 3.1, thallium flux FluxOr; stronger effect = lower value. actives 0.95% (n = 340,000). AID 720553, 2013. activity change, % (tested at about 1.8 µM). Potassium voltage-gated channel subfamily H member 2, brain isoform KCNH2 3.1 (human);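 active means maximum activity change below -70%; inconclusive means maximum activity change from -70% to -50%; inactive means maximum activity change above -50%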;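 further: thallium influx rate constant from kinetic fluorescence after stimulation buffer; on the % scale 0 is the no-effect control and ±100 the full control effect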
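Thallium flux via FluxOr fluorescence (Red40 quencher, 45 min loading) in U2OS cells virally expressing the KCNH2 3.1 isoform (1.77 x 10^8 /mL virus, overnight at 37 C). Rate constants from 2-min kinetic reads post-stimulation, normalised to positive and negative controls.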
TRPV1 ag: HTS Assay for Compounds that Act as Agonists of the Vanilloid Receptor 1. Transient receptor potential cation channel subfamily V member 1 (Homo sapiens), Q8NER1. TRPV1-expressing cells, Fluo-8 calcium influx, agonist mode. activation, % at 8.33 µM. actives 0.19% (n = 320,000). AID 540275, 2011; in the data active means activation above about 80%; inconclusive means between about 30% and that limit; further: 0% is about no effect
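Fluo-8 calcium influx in TRPV1-expressing cells, kinetic read (ex 480/em 520 nm). Compound added and read 3 min for agonist activity, followed by capsaicin at EC20 final and 2 min further read for enhancement.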
* hit, by the source's call; ? = inconclusive; . = not tested or not shown; [ ] = another dose, or the depositor's remark. Unless noted, the call rests on the fitted dose curve; in most records, active means well fitted curve in the direction sought with a large enough effect; inconclusive means small, poorly fitted or top-dose-only effect, or another doubt; inactive means no such curve, though single readings can be large; an effect the other way counts as inactive or inconclusive. A portion of the library, so the mix of outcomes need not match the whole.

SMILES,KCNH2 3.1 inh,TSHR antagonist,Mito fusion act,KCNH2 WT inh,TCR act,USP2a block,Eya2 inh,AT treatment,ELG1 DNA repair,TRPV1 ag
O=C(COC(=O)C12CC3CC(CC(Br)(C3)C1)C2)Nc1ccc2[nH]c(=O)[nH]c2c1,-19,7,2%,-1,1%,-2%,-10%,-11%,-3%,?
CN(C)N(C(=O)c1cc(-c2cccs2)nn1-c1ccccc1)C1CCS(=O)(=O)C1 (configuration not stated),8,15,7%,2,-2%,3%,3%,5%,?,5
O=C(OCCN1C(=O)c2cccc3c(N4CCOCC4)ccc(c23)C1=O)c1ccc(Cl)cc1,-7,-6,2%,-10,-7%[46.1 µM],1%,-3%,-2%,?,0
COc1ccccc1C(=O)Nc1cccc(NC(=O)c2ccccc2OC)n1,-5,6,0%,2,.,1%,?,11%,?,7
Cc1ccc(/C=N\NC(=O)c2ccc3c(c2)OCO3)o1,-3,15,-1%,-5,-5%,-6%,-8%,11%,0%,24
O=C(N/N=C/C1CC=CCC1)c1ccc(Cl)cc1O (configuration not stated),-12,-41,0%,5,-6%[46.1 µM],1%,4%,-1%,9%,21
COc1ccc(NC(=O)CN(C)CC(=O)Nc2sc3c(c2C#N)CCC3)cc1,8,-6,24%,8,-4%,-13%,-13%,13%,?,11
Cc1nn(C)c(C(=O)N2CCOCC2)c1Cl,8,24,3%,11,-3%[46.1 µM],1%,9%,25%,21%,4
Nc1nc(C(=O)N2CCOCC2)nn1S(=O)(=O)c1ccccc1,2,4,-1%,10,2%,-1%,-8%,6%,20%,0
COC(=O)c1nnn(CC(=O)Nc2cc(Cl)ccc2C)c1C(=O)OC,-16,3,2%,10,9%,3%,-11%,.,?,-1
COc1ccc2oc(=N)c(C(=O)Nc3ccccc3)cc2c1,-7,-9,-4%,-11,-2%,0%,10%,8%,?,1
Cn1c(-c2ccc(Cl)cc2)cnc1N,-15,-4,4%,1,2%,3%,27%,-3%,17%,-3
CSCC[C@H](NC(=O)CCCn1nnc2ccccc2c1=O)C(=O)O,23,-3,1%,-2,-28%,3%,-5%,3%,?,-4
COc1ccc(NC(=S)NCCc2c[nH]c3ccccc23)c(OC)c1,-2,-6,.,1,-2%[46.1 µM],2%,5%,3%,?,9
Cc1ccc(NC(=O)COC(=O)C2CC3C=CC2C3)cc1S(=O)(=O)N1CCCCC1 (configuration not stated),-17,-16,3%,7,-4%[46.1 µM],2%,-5%,3%,-1%,11
CCOC(=O)C(=CNc1cc(C)nn1-c1ccc(Cl)cc1)C(=O)OCC,-28,-10,2%,-12,6%,2%,17%,6%,?,?
O=C(CC1C(=O)NCCN1C/C=C/c1ccccc1)NCCCC1CCCC1 (configuration not stated),-6,-4,-4%,-1,4%,0%,-10%,3%[11.5 µM],?,7
CC(=O)Nc1ccc(N2CCCCC2)c(C(=O)Nc2cccc(C)c2)c1,-1,-8,13%,-1,-4%,3%,-16%,3%,?,25
C=CCOc1ccc(C=Nc2ccc(Cl)cc2)c(O)c1,-5,5,0%,0,-6%,6%,-25%,6%,3%,3
CCN1C(=O)CC(Sc2ccccc2N)C1=O (configuration not stated),-8,0,-2%,5,-1%,-1%,15%,0%,16%,-5
CC1(C)CC(=O)C=C(N2CCOCC2)C1,-3,-7,21%,-6,-3%,1%,5%,0%,0%,-2
Cc1cccc(N2CN(Cc3cccnc3)CNC2=S)c1,7,2,-6%,-3,-11%[46.1 µM],0%,-15%,1%,9%,4
CC(C)c1ccc(C(=O)CSc2n[nH]c(-c3ccncc3)n2)cc1,6,-2,2%,-1,-6%,8%,14%,.,4%,?
COc1ccc(CNC(=O)c2cc(-c3ccc(OC)c(OC)c3)on2)cc1,5,7,-7%,-13,.,-1%,-26%,11%,11%,0
COCCn1c(N)c(Sc2ccc(C)cc2)c(=O)[nH]c1=O,16,-2,?,-2,-2%,2%,22%,4%,0%,-1
CCCC(C)C(=O)Nc1cc([N+](=O)[O-])ccc1F (configuration not stated),5,4,-1%,3,-5%[46.1 µM],3%,-2%,2%,?,3
COc1cc([N+](=O)[O-])ccc1NC(=O)COC(=O)CCOc1ccc(C)cc1,-5,-12,2%,3,3%,7%,1%,-8%,?,0
CN1CCN(c2nc(C(N)=O)cc(-c3ccccc3)n2)CC1,.,-3,-4%,8,0%[46.1 µM],0%,-1%,-7%,-27%,1
O=C(CSc1ccc2ccccc2c1)NC1CCCc2ccccc21 (configuration not stated),6,-10,-5%,1,-4%[46.1 µM],3%,-13%,-2%,-4%,3
CCOC(=O)N1CCC(n2c(SCC(=O)NCc3ccccc3)nc3ccccc3c2=O)CC1,-7,-6,6%,20,-1%,-2%,16%,-5%,?,?
COCCOC(=O)CC1=NC(=O)CS1,0,1,1%,0,-5%,1%,-10%,-3%,8%,0
O=C(NNC(=O)c1cc(-c2ccccc2)n(-c2ccccc2)n1)c1cccc([N+](=O)[O-])c1,3,-7,-21%,2,-3%[46.1 µM],3%,4%,5%,18%,-2
COc1ccc(/C=C2\SC(=S)N(NC(=O)c3ccncc3)C2=O)cc1OC,.,-14,3%,.,.,1%,0%,-2%,9%,0
O=C(c1ccccc1)c1nccc2ccccc12,10,1,24%,17,-3%[46.1 µM],-1%,-1%,4%,-2%,7
COCC(=O)NC1CCN(S(=O)(=O)c2ccc(C(=O)O)cc2)CC1,5,16,1%,3,-4%,1%,15%,13%,-2%,5
COC(=O)c1c(NC(=O)C(C)C)sc(C(=O)N2CCOCC2)c1C,-14,14,9%,-26,-6%,1%,-5%,-5%,2%,0
CCOC(=O)c1[nH]c2ccc(OC)cc2c1N=CN(C)C,-3,12,2%,3,7%,-1%,-9%,0%,14%,-1
COc1ccc(/C=C(\NC(=O)c2ccco2)C(=O)N2CCOCC2)cc1,-15,-5,10%,1,0%,8%,-7%,-2%,9%,-1
CC1(C)C(=O)C2(CCCCC2)C(=O)OC1C(=O)c1ccccc1 (configuration not stated),-14,-23,-1%,-7,-1%[46.1 µM],0%,-2%,-1%,2%,?
O=c1cc(O)n(-c2ccccc2)c(=S)[nH]1,10,-7,-2%,-6,2%[46.1 µM],3%,-1%,2%,1%,-3
COc1ccc(-c2cc(NC(=O)c3cncn3-c3ccccc3)ccc2OC)cc1,-41,-2,-2%,7,1%,0%,-13%,-2%,?,1
Cc1ccc(C)c(S(=O)(=O)N/N=C/c2cccnc2)c1,-1,14,2%,-13,5%[46.1 µM],0%,3%,-1%,7%,2
C=C1CCN([C@@H](C)C(=O)NCc2cc(OC)c(OC)c(OC)c2)S(=O)(=O)c2ccccc21,17,-9,-3%,6,2%,2%,-11%,5%,-1%,0
COc1cccc(C(=O)Nc2cccc(-c3nc4ncccc4o3)c2C)c1,0,-19,4%,0,-3%,1%,9%,-7%,?,2
Cc1cc(C)n(-c2nnc(NCc3ccc(Cl)cc3)nn2)n1,3,-5,-3%,-4,1%,3%,14%,0%,-10%,0
NC(=O)CC(NC(=O)c1ccccc1)c1ccc(N2CCCCCCC2)c([N+](=O)[O-])c1 (configuration not stated),-18,-1,1%,2,7%,-1%,12%,2%,-12%,2
CCCOc1ccccc1N/C(=N/c1nc(C)cc(C)n1)NC(=O)COc1ccc(OC)cc1,-12,-13,9%,14,-3%,1%,0%,0%,?,0
N#C/C(=C\c1ccco1)Sc1nc2ccccc2s1,4,-19,15%,-12,1%,1%,9%,.,?,7
COCCNC(=S)Nc1cc2oc3ccccc3c2cc1OC,12,0,-8%,-6,2%,1%,2%,2%,?,8
